Compound activity (PubChem)
MEP2 TOR yeast: modulators of MEP2-GFP levels in yeast, primary screen, S. cerevisiae, multiplex flow cytometry, MLPCN library | S. cerevisiae MEP2-GFP strain, 3 h; 100% = DMSO control level | GFP response vs DMSO, % at 10 µM | 330,000 compounds, 0.51% hits;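 active = GFP response versus DMSO above a set limit, roughly screen mean plus 3 SD, cut at about 180% in these data; inconclusive = fewer than 70 cells counted for a yeast strain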;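 also: median GFP fluorescence of the barcode-gated MEP2-GFP cells per well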
Efflux pump mplx: inhibitors of Candida efflux pumps in yeast, primary screen, S. cerevisiae, Nile Red, multiplex | S. cerevisiae Candida pump triplex | inhibition, % at 10 µM | 330,000 compounds, 0.44% hits;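 active = plate passing quality check with inhibition over a set limit, or well fluorescence over plate mean plus 4 SD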;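 also: Nile Red retained in pooled yeast measured as flow cytometry median fluorescence; 0% = buffer negative control and 100% = Enniatin B positive control; higher means more Nile Red kept so more efflux inhibition; some compounds called inactive have numbers as strong as hits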
RPL19A-GFP yeast: RPL19A-GFP expression modulators in yeast, primary screen, cell-based, S. cerevisiae, multiplex flow cytometry, MLPCN; S. cerevisiae RPL19A-GFP strain, 3 h; stronger effect = lower value; percent response vs DMSO, % at 10 µM; 330,000 compounds, 0.3% hits;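 active = percent response vs DMSO below 50%; inconclusive = fewer than 70 events counted for the yeast strain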;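 also: median channel GFP fluorescence of the barcoded RPL19A-GFP strain; ratio of sample median GFP to plate DMSO average so 100% = DMSO; lower means less RPL19A-GFP as with rapamycin TOR inhibition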
LAP4-GFP MLPCN: modulators of LAP4-GFP expression in yeast, primary screen, S. cerevisiae, multiplex flow cytometry, MLPCN library; 320,000 compounds, 0.34% hits; AID 2023, 2009; 3 h; median GFP as percent of DMSO wells; GFP response vs DMSO, % at 10 µM;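 active = GFP response vs DMSO above a set limit, about the screen mean plus 3 SD, cut at about 150% in these data; inconclusive = under 70 cell events counted for the yeast strain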
CR mimetic SO: reduction of superoxide in aged yeast, primary screen, HTS; S. cerevisiae aged cells, superoxide DHE fluorescence; stronger effect = lower value; superoxide response (% of plate mean), % at 10 µM; 330,000 compounds, 0.18% hits;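 active = superoxide response under a set limit, about three screen SD below normal, cut at about 65% in these data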;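 also: yeast aged for seven days with compound at 30 °C before DHE staining; 100% = average MFI of all compound-treated wells on the plate with controls excluded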
AGP1-GFP MLPCN: modulators of AGP1-GFP expression in yeast TOR pathway, primary screen, cell-based, multiplex flow cytometry, S. cerevisiae, MLPCN library | 3 h; GFP as percent of DMSO wells | GFP response vs DMSO, % at 10 µM | 320,000 compounds, 0.02% hits;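 active = GFP response relative to DMSO above a set limit, near screen average plus 3 SD, cut at about 150% in these data; inconclusive = fewer than 70 cells counted for the yeast strain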;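 also: median GFP channel fluorescence of the gated AGP1 strain per well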
CIT2 TOR yeast: modulators of CIT2-GFP expression in yeast, primary screen, S. cerevisiae, GFP fusion, multiplex flow cytometry, MLPCN library | S. cerevisiae CIT2-GFP strain, 3 h; 100 means same as DMSO wells | GFP response vs DMSO, % at 10 µM | 320,000 compounds, 0.065% hits | AID 2029, 2009;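 active = GFP response relative to DMSO above a set limit, near the screen mean plus 3 SD, cut at about 150% in these data; inconclusive = Fewer than 70 cells measured for a yeast strain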;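 also: ratio of well median GFP fluorescence to mean of DMSO wells on the plate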
AHR activator: AHR activators, primary screen, cell-based, luminescence, luciferase reporter, human | Aryl hydrocarbon receptor (Homo sapiens), P35869 | AHR-responsive luciferase reporter cells | activation, % at 5 µM | 320,000 compounds, 2.5% hits | AID 2796, 2010; in the data active = activation above about 47%;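 also: 0% = vehicle wells and 100% = reference agonist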
Target sequence (P35869 whole entry, looked up): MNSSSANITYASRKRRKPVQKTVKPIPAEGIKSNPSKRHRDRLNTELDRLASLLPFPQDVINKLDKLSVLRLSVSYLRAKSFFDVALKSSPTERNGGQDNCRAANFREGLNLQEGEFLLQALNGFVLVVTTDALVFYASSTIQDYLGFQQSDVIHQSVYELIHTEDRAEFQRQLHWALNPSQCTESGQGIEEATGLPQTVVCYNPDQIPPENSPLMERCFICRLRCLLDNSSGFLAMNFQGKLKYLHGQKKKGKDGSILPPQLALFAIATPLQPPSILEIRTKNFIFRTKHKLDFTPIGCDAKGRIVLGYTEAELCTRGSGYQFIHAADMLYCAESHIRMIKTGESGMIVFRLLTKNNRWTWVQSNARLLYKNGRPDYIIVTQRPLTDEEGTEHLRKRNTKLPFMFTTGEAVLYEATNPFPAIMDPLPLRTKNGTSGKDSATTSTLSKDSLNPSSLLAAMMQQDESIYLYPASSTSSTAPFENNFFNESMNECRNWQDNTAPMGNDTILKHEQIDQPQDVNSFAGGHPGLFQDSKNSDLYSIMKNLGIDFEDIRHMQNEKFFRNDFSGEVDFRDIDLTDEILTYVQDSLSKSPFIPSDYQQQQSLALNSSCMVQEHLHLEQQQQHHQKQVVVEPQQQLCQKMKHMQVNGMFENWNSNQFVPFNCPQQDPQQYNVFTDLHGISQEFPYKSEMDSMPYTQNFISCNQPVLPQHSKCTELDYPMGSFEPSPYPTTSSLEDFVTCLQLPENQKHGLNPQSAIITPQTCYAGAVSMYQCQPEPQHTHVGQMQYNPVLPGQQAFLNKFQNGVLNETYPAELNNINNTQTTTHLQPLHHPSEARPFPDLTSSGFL
Starred values were filed as active, the others as inactive; u = inconclusive; x = not tested or not shown; [ ] = dose if it differs, or a comment. Not all compounds are listed. The share of hits here may be higher or lower than overall.

Each structure is followed by: MEP2 TOR yeast, Efflux pump mplx, RPL19A-GFP yeast, LAP4-GFP MLPCN, CR mimetic SO, AGP1-GFP MLPCN, CIT2 TOR yeast, AHR activator
Cc1c(C)c2ccc(OCC(=O)N3CCC(C(=O)O)(c4ccccc4)CC3)cc2oc1=O
 : 100, -0.2, 93, 102, 84, 97, 93, -1
N#CCCn1cc(C(=O)Nc2ccc([N+](=O)[O-])cc2)c(-c2ccccc2)n1
 : 98, 0.1, 98, 98, 104, 105, 103, -1
CCC(=Nc1ccccc1NC(C)=O)c1c(O)n(C)c(=O)n(C)c1=O
 : 93, 0.0, 95, 95, 82, 91, 99, 3
NCCCN1CCN(c2ccccc2)CC1
 : 92, -0.1, 97, 102, 82, 98, 101, -1
COc1c2c(cc3c1OCO3)CCN(C)C2
 : 89, -0.3, 97, 105, 95, 87, 107, -4
CC(=O)OC(C)(C)/C=C/C(=O)[C@](C)(O)C1[C@H](O)C[C@@]2(C)C3CC=C4C(C[C@H](O)C(=O)C4(C)C)[C@]3(C)C(=O)C[C@]12C (stereo partly drawn)
 : 98, -0.2, 95, 113, 110, 106, 93, -8
COC(=O)C1=C(c2cccc(OCc3ccccc3)c2)C[C@@H]2CC[C@H]1N2C(=O)NCc1ccc(C(F)(F)F)cc1
 : 95, 0.1, 95, 99, 85, 97, 96, 0
CC(C)c1cc(Br)c(NC(=O)Nc2cccnc2)c(Br)c1
 : 98, 0.0, 97, 91, 101, 91, 94, 21
NCc1cc(=O)[nH]o1
 : 94, -0.1, 97, 129, 88, 86, 91, 1
COc1ccc(CNC(=O)C(NC(C)=O)C(C)C)cc1OC (stereo not drawn)
 : 98, 0.1, 99, 100, 95, 100, 101, 1
Cc1ccsc1C(=O)C1CCCN(Cc2ccc(-n3cccn3)cc2)C1 (stereo not drawn)
 : 94, 0.0, 101, 111, 97, 100, 92, 3
COc1cc2c(cc1OC)[C@@H]1C(=O)c3ccc4c(c3O[C@@H]1CO2)C[C@H](C(C)C)O4
 : 101, 0.1, 98, 100, 94, 101, 102, -9
O=C1C2CCN(CC2)C1Cc1ccc(OCc2ccccc2)cc1 (stereo not drawn)
 : 102, 0.0, 101, 98, 89, 106, 99, 1
CC(=NCc1ccco1)c1c(O)n(-c2ccccc2C)c(=O)[nH]c1=O
 : 102, 0.2, 107, 111, 107, 111, 99, 0
C/C(=N\Nc1ccccc1)c1c(O)[nH]c(=O)[nH]c1=O
 : 102, 0.1, 101, 101, 87, 103, 100, 2
O=C(Nc1ccc(F)cc1F)c1cccnc1Oc1cccc(C(F)(F)F)c1
 : 105, 0.0, 106, 106, 79, 103, 108, 5
COc1ccc(N=Nc2c(O)[nH]c(=S)[nH]c2=O)cc1
 : 90[may fluoresce violet], 0.1, 20*[may fluoresce violet], 162*[may fluoresce violet], 100, u, u, -5
Cc1cc(C=C2C(=O)NC(=O)NC2=O)c(C)n1-c1ccncc1
 : 109, -0.2, 101, 109, 90, 112, 112, -3
O=Cc1cn(Cc2ccc(F)cc2)c2ccccc12
 : 91, -0.1, 94, 99, 82, 89, 88, -10
CC(CN1CCOCC1)OC(=O)Cc1ccccc1 (stereo not drawn)
 : 108, -0.1, 105, 99, 105, 107, 110, 0
CCCCn1c(O)c(/C=C/C=Nc2ccccc2)c(=O)[nH]c1=O
 : 96, 0.1, 99, 95, 95, 93, 81, 1
Cn1c(O)c(C(=Nc2ccc(F)cc2)c2ccccc2)c(=O)n(C)c1=O
 : 117, -0.2, 98, 108, 89, 134, 95, -1
Cc1ccc2c(c1)C1CN(C)CCC1N2C(=O)/C=C/c1ccc2c(c1)OCO2 (stereo not drawn)
 : 104, 0.1, 106, 95, 114, 103, 104, 18
C=CCn1c(O)c(C(C)=Nc2ccc(C(=O)O)cc2)c(=O)[nH]c1=O
 : 102, -0.1, 100, 107, 86, 105, 98, 2
Cc1ccc2occ(CN3CC4CC(C3)c3cccc(=O)n3C4)c(=O)c2c1 (stereo not drawn)
 : 99, 0.0, 98, 95, 90, 107, 104, 2
O=[N+]([O-])c1ccc(NCc2ccc(Cl)cc2)c2ccncc12
 : 110, -2.0, 97, 129, 99, 101, 115, 65*
CC(O)(CS(=O)(=O)c1cccc(C(F)(F)F)c1)C(=O)Nc1cccc(C(F)(F)F)c1 (stereo not drawn)
 : 108, -0.1, 99, 92, 93, 101, 102, 0
NC1=NC(c2cccnc2)n2c(nc3ccccc32)N1 (stereo not drawn)
 : 105, -0.1, 108, 118, 102, 116, 106, 7
CCOC(=O)c1ccc2[nH]c(-c3ccc(S(=O)(=O)F)cc3)cc(=O)c2c1
 : 106, 0.2, 103, 94, 97, 98, 100, 0
CN1CCN(c2nc(Cl)ncc2F)CC1
 : 111, -0.2, 92, 101, 93, 98, 102, 0
COc1cc(/C=C2\C(=O)NC(=O)N(c3ccc(C)cc3)C2=O)cc(OC)c1O
 : 103, -0.1, 107, 84, 96, 97, 106, 3
COC(=O)C1=C(c2ccc(S(C)(=O)=O)cc2)C[C@@H]2CC[C@H]1N2C(=O)NCCO
 : 104, 0.1, 101, 95, 91, 106, 102, -2
CC1(C)C2SCC(=O)N2CCN1CC(=O)NN (stereo not drawn)
 : 87, 0.0, 92, 110, 101, 99, 94, 3
CC1(O)CCN2C(=O)CCc3cccc1c32 (stereo not drawn)
 : 85, 0.2, 89, 81, 126, 86, 92, 0
COc1ccc(-n2c(/C=C/c3ccc(O)c(O)c3)nc3ccccc3c2=O)cc1
 : 101, 0.1, 105, 106, 109, 107, 102, 17
CCOC(=O)N(CC)c1ccc(C(O)(C(=O)OC)C(F)(F)F)cc1 (stereo not drawn)
 : 100, 0.1, 98, 107, 100, 100, 99, 0
COc1ccc(CC(C)Nc2cccc(F)c2)cc1 (stereo not drawn)
 : 105, 0.0, 101, 102, 100, 96, 105, -2
Cc1nc(SCc2c(Cl)cccc2Cl)nc(OC(=O)N(C)C)c1C
 : 98, 0.0, 101, 112, 100, 101, 84, -2
CN1C(=O)/C(=C/c2ccc(Cl)s2)C(=O)NC1=S
 : 85, 0.0, 100, 118, 105, 70, 92, 4
CN(C)CCN=Cc1c(O)n(CCC2=CCCCC2)c(=O)[nH]c1=O
 : 95, 0.2, 93, 99, 110, 91, 88, -1
CC1C(C)N1CC(O)Cn1ccnc1[N+](=O)[O-] (stereo not drawn)
 : 106, 0.0, 104, 95, 104, 102, 99, 2
O=c1cccc2n1CC1CNC[C@H]2C1
 : 94, -0.2, 97, 122, 85, 89, 88, -2
Clc1ccccc1CN1CCN(c2ccccc2)CC1
 : 100, -0.1, 96, 96, 108, 99, 90, -2
CCOC(=O)C(=O)NC1CCSC1=O (stereo not drawn)
 : 109, -0.1, 102, 107, 108, 109, 106, 0
Cn1c2ccccc2c2c(C(=O)N3CCC4(CC3)OCCO4)cn(C3CCCC3)c(=O)c21
 : 91, 0.4, 99, 104, 109, 98, 90, 3
Oc1c(Br)cc(Br)cc1Oc1ccc(Br)cc1Br
 : 98, 0.0, 98, 113, 108, 96, 98, 2
C=C(C)c1cccc(C(C)(C)NC(=O)NC2CN3CCC2CC3)c1 (stereo not drawn)
 : 99, -0.2, 99, 96, 95, 102, 104, 3
O=c1c2ccccc2nc(/C=C/c2ccc3c(c2)OCO3)n1-c1ccccc1
 : 98, 0.3, 104, 103, 88, 100, 90, 8
CCn1cc(C(=O)c2ccccc2)c2ccccc21
 : 91, 0.2, x, 112, 80, 89, 93, 9
Cc1ccccc1-n1c(-c2ccoc2)nc2ccccc2c1=O
 : 102, 0.0, 94, 97, 106, 96, 93, 3

The results go on.
Each structure is followed by: MEP2 TOR yeast, Efflux pump mplx, RPL19A-GFP yeast, LAP4-GFP MLPCN, CR mimetic SO, AGP1-GFP MLPCN, CIT2 TOR yeast, AHR activator
O=C1C2CCCN2C(c2cccnc2)N1c1ccc(Cl)cc1 (stereo not drawn)
 : 101, 0.0, 105, 100, 96, 102, 106, 40
Clc1cnc(Oc2ccc(Oc3ncc(Cl)cc3Cl)cc2)c(Cl)c1
 : 94, -0.6, 93, 88, 116, 88, 88, -1
CNC(C)Cc1ccccc1Sc1ccc(O)cc1 (stereo not drawn)
 : 114, -0.1, 93, 98, 91, 104, 111, -1
CC(Cl)(Cl)/C(=N/P(=S)(N1CCOCC1)N1CCOCC1)N1CCOCC1
 : 100, 0.1, 99, 106, 97, 101, 99, -1
Cc1nc2ccccc2c(=O)n1-c1ccc([N+](=O)[O-])cc1
 : 104, -0.1, 101, 94, 93, 102, 103, 6
COC(=O)C1=C(c2ccc(Cl)c(C(F)(F)F)c2)C[C@@H]2CC[C@H]1N2C(=O)N1CCOCC1
 : 100, 0.3, 96, 98, 114, 101, 103, -1
CC1=C(C(=O)N2CCC3(CC2)OCCO3)C2(CCC(C)CC2)OC1=O (stereo not drawn)
 : 97, 0.1, 96, 91, 100, 101, 93, 0
O=C(COC(=O)c1ccccc1)Nc1ccc(Cl)cc1C(=O)c1ccccc1
 : 101, -0.1, 103, 99, 104, 103, 101, 1
CC(NCc1ccc(Cl)c(Cl)c1)C(O)c1ccccc1 (stereo not drawn)
 : 105, -0.1, 105, 106, 87, 105, 113, -1
COc1cc(/C=C2/C(=O)NC(=O)N(c3ccccc3)C2=O)ccc1O
 : 113, 0.0, 105, 91, 86, 101, 104, 12
COC(=O)C1=C(c2ccc(F)cc2OCc2ccccc2)C[C@@H]2CC[C@H]1N2C(=O)NCc1ccc2c(c1)OCO2
 : 92, 0.1, 93, 97, 98, 90, 85, 2
COC(=O)C1=C(c2ccccc2OCc2ccccc2)C[C@@H]2CC[C@H]1N2C(=O)NCc1ccc(OC)c(OC)c1
 : 88, 0.4, 95, 95, 109, 96, 99, 0
O=C(Nc1ccc2c(c1)OCO2)c1cn(Cc2ccc(F)cc2)nn1
 : 112, -0.2, 101, 104, 105, 99, 97, 11
CCOC(=O)CC1=C(C(=O)OCC)C2(C(=O)N1CC(=O)OC)C(C#N)=C(N)Oc1ccccc12 (stereo not drawn)
 : 103, -0.1, 102, 99, 90, 99, 97, -2
CCCC(C)C1(CC)C(=O)NC(=O)N=C1N (stereo not drawn)
 : 101, -0.1, 102, 93, 94, 103, 99, -2
Cc1sc2ccccc2c1CC1=NCCN1
 : 92, 0.0, 99, 102, 100, 91, 102, 7
CCCS(=O)(=O)N1CCCC(C(=O)N2CCC3(CC2)OCCO3)C1 (stereo not drawn)
 : 97, -0.1, 99, 109, 99, 101, 104, 1
